HepG2 tox – HepG2 cytotoxicity, counter-screen for TGF-b inhibitors; HepG2 CAGA-GFP viability, ATP luminescence, 18 h; hit rate 0.76% among 410,000; Potency, µM (doses to about 46.1 µM), for inactives: at the top dose activity change, negative = cytotoxicity, hits mostly cytotoxic; note: potency is the fitted concentration of half-maximal effect; some results filed as inactive show a strong effect at the top dose
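HepG2 CAGA-GFP cells (1000/well, DMEM with 1% FBS) received compound, then TGF-beta at 500 pg/mL final, and were incubated 18 hours at 37 degrees C. Viability was read by CellTiter-Glo luminescence. Media-only wells were set as complete cell-killing and DMSO as no toxicity.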
Akt phos inh – inhibitors of Akt phosphorylation | hit rate 0.32% among 360,000 | Neuro2A IGF-stimulated pAkt S473 HTRF, 20 min; active compounds read low | activity change, % for hits at 50 µM; in the data active = activity change below about -80%; inconclusive = mostly about -51% to -80%; note: % is set by controls: 0 for no effect and ±100 for the full control effect
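Neuro2A cells in DMEM with 0.5% FBS, overnight at 37 deg C, given compound at single 50 µM final, then IGF (6 nM final) for 20 min at 37 deg C. Lysed; phospho-Akt Ser473 by HTRF after 24 h, 665/615 ratio.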
A549 viability – kills or reduces viability of A549 cells in Nrf2 counter-screen. A549 ARE-Fluc cells, CellTiter-Fluor viability, 18-24 h. Potency, µM (top dose mostly 46 µM), for the others: at the top dose activity change, negative = cytotoxicity, most hits filed as inhibitors. hit rate 0.16% among 390,000. AID 504648; note: potency is the fitted concentration of half-maximal effect; % is set by controls: 0 for no effect and ±100 for the full control effect
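Cytotoxicity counterscreen: CellTiter-Fluor fluorescence was measured in A549 ARE_Fluc cells after 18-24 h of compound exposure in a concentration series. The subsequent BugLite luminescent read reports ARE-luciferase activity.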
Nrf2 activator – activates Nrf2 signaling | AID 624171 | Potency, µM (titrated, usually from 46.1 µM), for inactives: top-dose activation, most hits filed as activators | hit rate 0.31% among 410,000 | AREc32 ARE-luciferase reporter (MCF7-derived line), luminescence, 24 h; note: potency is the fitted concentration of half-maximal effect; % of control where 0% means no effect; nearly all actives have a fitted effect of over 65% in size
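Luciferase luminescence (Steady-Glo, 30 min at room temperature) served as the read-out of ARE activation in AREc32 cells treated with compounds for 24 hr at 37 deg C.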
CCT modulator – cytosolic chaperonin activity modulation; purified chaperonin ATPase assay, HTRF ADP detection, 30 min; activity change, % (no concentration beside the values), hits read low; hit rate 0.3% among 360,000; AID 651819; in the data active = activity change below about -30%; note: % is set by controls: 0 for no effect and ±100 for the full control effect
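Enzyme 40 or 20 nM (batch-dependent) in Tris pH 7.4/KCl/MgCl2/DTT; cpd 76 uM single point; ATP 10 uM; 30 min 37 °C; Transcreener ADP HTRF detection, 30 min RT; ratio 665/615.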
Nrf2 block – blocks Nrf2 signaling; Potency, µM (titrated, usually from 46 µM), inactives show at the highest dose activity change, negative = inhibition, most hits filed as inhibitors; A549 ARE-Fluc reporter, luciferase luminescence, 18-24 h; hit rate 2.1% among 360,000; note: potency is the fitted concentration of half-maximal effect; % is set by controls: 0 for no effect and ±100 for the full control effect; nearly all actives have a fitted effect of over 60% in size
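Concentration-response testing used A549 ARE_Fluc cells at 5000 cells/well. Following an 18-24 h compound incubation, viability was read by fluorescence (Ex 405/Em 525) and luciferase output by luminescence.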
Mm-Cpn inhibitor – inhibitors of Methanococcus maripaludis chaperonin (MmCpn) | hit rate 0.031% among 330,000 | Potency, µM (titrated, usually from 76.9 µM), for inactives: top-dose activity, negative = inhibition, usual class: inhibitors | purified Mm-Cpn ATPase, ADP Transcreener TR-FRET | AID 504842; note: potency is the fitted concentration of half-maximal effect; % is set by controls: 0 for no effect and ±100 for the full control effect; nearly all actives have a fitted effect of over 80% in size
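ATPase turnover read by TR-FRET ADP competition (Eu cryptate antibody/ADP-d2, 665/590 nm): 10uM ATP final, 25nM Mm-CPN final, 30 min 37degC after 10-min compound preincubation, pH 7.4 Tris/KCl/MgCl2/DTT buffer.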
ATXN viability – viability counter-screen for ATXN expression inhibitors. S2 cells (HEK-293 line with an ATXN2-luciferase reporter) viability, CellTiter-Fluor protease fluorescence, 24 h. Potency, µM (series often up to 56.7 µM), usual class: cytotoxic. hit rate 0.49% among 400,000; note: potency is the fitted concentration of half-maximal effect; nearly all actives have a fitted effect of over 40% in size
TGFb SMAD3 inh – inhibitors of TGF-b signaling; HepG2 CAGA-GFP TGF-b/SMAD3 reporter, GFP fluorescence, 18 h; TGF-beta stimulated, 500 pg/mL final; Potency, µM (doses to about 46.1 µM), without a hit: top-dose activity, negative = inhibition, hits mostly inhibitors; hit rate 1.2% among 410,000; note: potency is the fitted concentration of half-maximal effect; % is set by controls: 0 for no effect and ±100 for the full control effect; nearly all actives have a fitted effect of over 65% in size
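Inhibition of TGF-beta-driven CAGA-GFP reporter expression in HEPG2 cells is measured by cellular GFP fluorescence after 18 h stimulation with 500 pg/mL recombinant TGF-beta in 1% FBS medium at 37 degrees C.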
* hit, by the source's call; i = inactive; ? = inconclusive; . = not tested or not shown; & = joins results of further samples; [ ] = remark or other dose. Unless noted, calls come from the whole dose curve; as a rule, active = well fitted curve in the direction sought with a large enough effect; inconclusive = small, poorly fitted or top-dose-only effect, or another doubt; inactive = no such curve, though single readings can be large; an effect the other way counts as inactive or inconclusive.

SMILES | HepG2 tox | Akt phos inh | A549 viability | Nrf2 activator | CCT modulator | Nrf2 block | Mm-Cpn inhibitor | ATXN viability | TGFb SMAD3 inh
CC1CCCCC1NC(=O)COC(=O)c1ccc(S(=O)(=O)NCc2ccco2)cc1 (stereo unspecified) | 4% | i | -2% | 0.0% | -1.3 | 4% | 0% | i | -20%
C=CC[C@H](CC(=O)OC(C)(C)C)C(=O)OC[C@H]1CCCN1C(=O)[C@@H](CC=C)CC(=O)N(CCO)Cc1ccccc1 | 0% | i | -13% | 3.1% | -0.9 | -10% | -2% | ? | -24%
COc1cccc(C(=O)NC(=O)Nc2cc(C)on2)c1 | -1% | i | 3% | 0.9% | 1.5 | ? | -2% | i | -2%
O=C(c1ccc(Cl)s1)N1CCCC(N2CCN(c3ccc(F)cc3)CC2)C1 (stereo unspecified) | 1% | i | -9% | -0.1% | 1.3 | ? | 3% | ? | -10%
CCCCC[n+]1ccn(-c2nc3ccccc3nc2[N-]S(=O)(=O)c2ccccc2)c1 | 6% | i | 0% | 0.4% | -1.6 | -1% | 1% | . | -1%
O=C1c2ccccc2C(=O)N1CCC(=O)N1CCCc2ccccc21 | -6% | i | 0% | 0.7% | -1.2 | ? | 0% | i | 2%
Cc1ccc(CN2CCCn3nc(C(=O)NC(C)C)cc3C2=O)cc1 | -16% | . | 4% | -0.4% | . | . | . | i | -28%
COc1ccc(NC(=O)c2ccco2)cc1NC(=O)c1ccc(C#N)cc1F | -12%&-19% | i | 1%&1% | 3.7%&4.9% | -1.0 | ? | -29% | i | -5%&15%
Cc1ccc(-c2nnc3c4ccccc4c(C)nn23)cc1NC(=O)c1cccc(Br)c1 | -1% | . | 3% | 7.4% | . | 7% | . | . | 0%
NC(=O)NCC(c1ccccc1)C1CCCCC1 (stereo unspecified) | -15% | i | 29% | -0.6% | -0.9 | -1% | 1% | ? | -1%
CCOc1ccc(NC(=O)C2C(c3ccccc3)C2(Cl)Cl)cc1 (stereo unspecified) | -13% | i | 3% | 4.0% | -0.6 | -18% | 1% | i | ?
CCOC(=O)CC(=O)CSc1nc2nc(C)cc(C)n2n1 | -1% | i | 0% | 0.1% | -0.9 | -1% | 0% | i | -3%
CCCn1c(=O)n(-c2ccccc2)c(=O)c2sc3ccccc3c21 | -21% | . | 1% | -0.3% | . | 5% | . | i | -27%
CCCCOc1ccc(-c2cc3c(=O)n(CC(=O)Nc4ccc(Cl)cc4Cl)ccn3n2)cc1 | -31% | . | 0% | -0.6% | . | ? | . | i | 7%
Cc1ccc2[nH]c(=O)c3cc(C(=O)NCCCN4CCC(C)CC4)sc3c2c1 | -57% | . | 1% | 5.2% | . | 10% | . | 20µM* | -1%
O=C(Nc1ccc(NC(=O)c2ccco2)cc1)c1ccc2c(c1)OCCO2 | 6% | i | -14% | -1.1% | 0.6 | ? | -3% | ? | 6%
COc1ccc(-c2sc3ccc(N4CCOCC4)cc3c2-c2ccc(O)cc2)cc1 | 1% | i | -1% | -0.2% | 0.8 | 4% | 0% | i | ?
COc1cc(C(C(=O)NC2CCCC2)N(Cc2ccco2)C(=O)c2snc(C(N)=O)c2N)cc(OC)c1OC (stereo unspecified) | -4% | i | 1% | -0.2% | 0.5 | -10% | 1% | i | -2%
O=[N+]([O-])c1ccc(Cl)c(/C=N/N2CCN(Cc3ccccc3Cl)CC2)c1 | 7% | i | -1% | -0.5% | -2.0 | -19% | 2% | i | -22%
CN(C)c1nc(=NCc2cccs2)ss1 | -33% | i | 13% | ? | -0.8 | 2% | . | ? | ?

2 of these compounds, reformatted:
Molecule: CCCCOc1ccc(-c2cc3c(=O)n(CC(=O)Nc4ccc(Cl)cc4Cl)ccn3n2)cc1
- HepG2 tox: -31%
- Akt phos inh: .
- A549 viability: 0%
- Nrf2 activator: -0.6%
- CCT modulator: .
- Nrf2 block: ?
- Mm-Cpn inhibitor: .
- ATXN viability: i
- TGFb SMAD3 inh: 7%
Molecule: Cc1ccc2[nH]c(=O)c3cc(C(=O)NCCCN4CCC(C)CC4)sc3c2c1
- HepG2 tox: -57%
- Akt phos inh: .
- A549 viability: 1%
- Nrf2 activator: 5.2%
- CCT modulator: .
- Nrf2 block: 10%
- Mm-Cpn inhibitor: .
- ATXN viability: 20µM*
- TGFb SMAD3 inh: -1%

New compounds follow:
SMILES | HepG2 tox | Akt phos inh | A549 viability | Nrf2 activator | CCT modulator | Nrf2 block | Mm-Cpn inhibitor | ATXN viability | TGFb SMAD3 inh
Cc1ccc(CC(=O)NNC(=O)c2cccs2)cc1C | 2% | i | -2% | 2.4% | 1.3 | 9% | 1% | i | 0%
CC1CCCC(NS(=O)(=O)c2cc(Br)cnc2N)C1C (stereo unspecified) | -35% | i | -3% | 5.3% | -0.7 | -22% | 2% | ? | ?
COc1ccc(N2CC(C(=O)Nc3nc4ccccc4s3)CC2=O)cc1 (stereo unspecified) | -11% | i | 5% | -1.3% | -0.8 | -4% | 2% | i | -19%
COc1ccc(C(=O)Nc2ccc(NC(=O)C3CC3)cn2)cc1 | 5% | i | -1% | -0.8% | -0.2 | -16% | 0% | i | 7%
CCCS(=O)(=O)N1CCC(N2CCN(Cc3ccc(C)cc3)C(=O)C2=O)CC1 | 3% | . | -2% | 0.0% | . | 0% | . | i | 8%
COc1ccc2cc(C(=O)C3CCCN(C(=O)CSc4nnc(C)o4)C3)ccc2c1 (stereo unspecified) | 1% | i | -4% | 4.6% | 0.1 | 5% | 0% | i | -16%
N#Cc1c(Nc2cccc(F)c2)sc(C(=O)c2ccc(Cl)cc2)c1N | -25% | . | -3% | 20% | . | 6% | . | i | 6%
OCCC1CN(Cc2cnc(-c3ccccc3)s2)CCN1C1CCCC1 (stereo unspecified) | -4% | i | 5% | 3.6% | -5.5 | ? | 2% | i | -16%
O=C(Nc1cc(C(F)(F)F)ccc1N1CCOCC1)C1Cc2ccccc2CN1C(=O)c1ccco1 (stereo unspecified) | -17% | i | -6% | 1.8% | -1.7 | -10% | -4% | i | 0%
Cc1ccc(NC(=O)CSCc2c(C)noc2C)cc1C | -21% | i | 11% | 2.1% | -44* | 1% | 1% | i | 4%
COC(=O)c1cc(Cl)nc2ccccc12 | -10% | i | 5% | -0.1% | 1.8 | 1% | 0% | i | -1%
CC1CCCC(C)N1S(=O)(=O)c1ccc(S(=O)(=O)NCCc2ccncc2)cc1 (stereo unspecified) | -5% | i | -1% | 0.1% | -3.5 | -29% | -1% | i | 6%
COc1cc(OC)c(OC)cc1/C=C/c1ccnc2ccccc12 | -29%&-108% | i | -17% | 5.3% | 0.9 | -12% | . | i | ?
Cc1c(NC(=O)C(=O)/C=C(\O)c2ccc(Br)cc2)c(=O)n(-c2ccccc2)n1C | 2% | i | -6% | -0.2%[9.22 µM] | -13 | 8% | -1% | i | ?
COC(=O)c1ccc(Nc2nnc(-c3ccc(C)c(S(=O)(=O)NCC4CCCO4)c3)c3ccccc23)cc1 (stereo unspecified) | -15% | i | 0% | -0.5% | -1.3 | ? | 0% | i | 10%
CC(C)c1ccc(-c2c(NCCc3ccccc3)c(=O)c2=O)cc1 | -4% | i | 7% | 3.5% | 0.9 | -4% | -1% | i | 0%
COc1cc2sc3cc(NCc4ccc5c(c4)OCO5)ccc3c(=O)c2cc1OC | -1% | i | -1% | 18% | -0.6 | -12% | ? | i | -28%
COc1ccc(-c2cnc(N)nc2-c2ccc(OC)cc2)cc1 | -25% | i | 14% | -0.1% | -1.5 | 2% | -2% | i | 3%
O=C1CCCC2=C1C(c1ccc(Cl)cc1)N=C(Nc1nc3ccccc3o1)N2 (stereo unspecified) | -1% | . | -4% | . | . | -8% | . | . | 0%
CN(Cc1ccccc1)C(=O)c1cccnc1 | 12% | i | 0% | -0.3% | -1.0 | 1% | 1% | i | -2%
O=C(CSCc1ccc([N+](=O)[O-])cc1)N/N=C/c1cccnc1 | 8% | i | -3% | 0.1% | -1.4 | 0% | 2% | i | 13%
CCCCn1c(N)c(N(CC(C)C)C(=O)c2cc(C)oc2C)c(=O)[nH]c1=O | 0% | i | -12% | -0.2% | -1.1 | -8% | 0% | i | 8%
COc1cc(S(=O)(=O)N2CCCCCC2)ccc1-n1cnnn1 | 3% | i | 17% | 1.9% | 2.3 | 0% | 0% | i | -4%
Clc1ccccc1Nc1nc(NCc2cccs2)nc2ccsc12 | -2% | i | . | 2.9% | -1.3 | . | . | i | 0%
CCOc1ccc(N2CC(NC(=O)C3CCCCC3)CC2=O)cc1 (stereo unspecified) | 0% | . | 2% | 1.2% | . | . | . | . | -24%
CCC(=O)N1CCc2cc(S(=O)(=O)NCCC(=O)N3CCN(c4cccc(OC)c4)CC3)ccc21 | -6% | . | -1% | -0.7% | 1.1 | ? | 1% | i | -12%
CC1CN(/C=C/C=O)C(C)CC1OC(=O)c1ccccc1 (stereo unspecified) | 3% | i | -13% | -2.3% | -2.7 | ? | 1% | i | ?
CCC/C=N/NC(=O)c1[nH]c2c([N+](=O)[O-])cccc2c1C | -42% | i | -13% | 8.6% | -0.4 | 4% | 0% | ? | -38%
Oc1ccc(N=Nc2c(O)ccc3ccccc23)cc1 | 14µM* | i | ? | 19% | 0.8 | -23% | -2% | ? | ?
O=C(OCCN1C(=O)c2ccccc2C1=O)c1cccs1 | 4% | . | -16% | 2.6% | 1.4 | 4% | 3% | i | 1%
Cc1ccc(NC(=O)Cn2nnc3ccccc3c2=O)cc1 | 53% | i | -7% | -0.1% | -6.6 | 21% | 2% | ? | -22%
CCc1c(C)nc2ncnn2c1NCCc1ccc(Cl)cc1 | 4% | i | -11% | 2.6% | 0.4 | 7.3µM* | -1% | i | 2%
Cc1cc(C)n2nc(CNS(=O)(=O)c3ccc([N+](=O)[O-])cc3)nc2n1 | 2% | i | 5% | -1.3% | -1.0 | -14% | 3% | i | -7%
